USP28 inh – inhibitors of human USP28 deubiquitinase. Ubiquitin carboxyl-terminal hydrolase 28 (Homo sapiens), Q96RU2. purified USP28, Ub-rhodamine cleavage fluorescence, 30 min. inhibition, % at 25 µM. 47,000 tested, 3% active. AID 1645857, 2021
OTUD3 inh – inhibitors of human OTUD3 deubiquitinase. OTU domain-containing protein 3 (Homo sapiens), Q5T2D3. 47,000 tested, 0.7% active. inhibition, % at 25 µM. purified OTUD3, Ub-rhodamine fluorescence, 2 h
USP8 inh – inhibitors of human USP8 deubiquitinase. inhibition, % at 20 µM. 47,000 tested, 4.2% active. Ubiquitin carboxyl-terminal hydrolase 8 (Homo sapiens), P40818. purified USP8, Ub-rhodamine cleavage fluorescence, 30 min
UCHL1 block – inhibitors of human UCHL1 deubiquitinase. Ubiquitin carboxyl-terminal hydrolase isozyme L1 (Homo sapiens), P09936. 47,000 tested, 0.2% active. purified UCHL1, Ub-rhodamine cleavage fluorescence. AID 1645859, 2021. inhibition, % at 20 µM
USP30 block – inhibitors of human USP30 deubiquitinase. purified USP30, Ub-rhodamine cleavage fluorescence. inhibition, % at 25 µM. 47,000 tested, 5.3% active. AID 1645860, 2021
USP10 block – inhibitors of human USP10 deubiquitinase; purified USP10, Ub-rhodamine fluorescence, 60 min; 47,000 tested, 1.1% active; inhibition, % at 20 µM
USP17 block – inhibitors of human USP17 deubiquitinase. purified USP17, Ub-rhodamine cleavage fluorescence, 3 h. inhibition, % at 50 µM. 47,000 tested, 6.5% active. AID 1645855, 2021
USP7 inh – inhibitors of human USP7 deubiquitinase. Ubiquitin carboxyl-terminal hydrolase 7 (Homo sapiens), Q93009. purified USP7, Ub-rhodamine cleavage fluorescence. AID 1645854, 2021. inhibition, % at 20 µM. 47,000 tested, 0.3% active
Target sequence (Q93009 whole entry, looked up): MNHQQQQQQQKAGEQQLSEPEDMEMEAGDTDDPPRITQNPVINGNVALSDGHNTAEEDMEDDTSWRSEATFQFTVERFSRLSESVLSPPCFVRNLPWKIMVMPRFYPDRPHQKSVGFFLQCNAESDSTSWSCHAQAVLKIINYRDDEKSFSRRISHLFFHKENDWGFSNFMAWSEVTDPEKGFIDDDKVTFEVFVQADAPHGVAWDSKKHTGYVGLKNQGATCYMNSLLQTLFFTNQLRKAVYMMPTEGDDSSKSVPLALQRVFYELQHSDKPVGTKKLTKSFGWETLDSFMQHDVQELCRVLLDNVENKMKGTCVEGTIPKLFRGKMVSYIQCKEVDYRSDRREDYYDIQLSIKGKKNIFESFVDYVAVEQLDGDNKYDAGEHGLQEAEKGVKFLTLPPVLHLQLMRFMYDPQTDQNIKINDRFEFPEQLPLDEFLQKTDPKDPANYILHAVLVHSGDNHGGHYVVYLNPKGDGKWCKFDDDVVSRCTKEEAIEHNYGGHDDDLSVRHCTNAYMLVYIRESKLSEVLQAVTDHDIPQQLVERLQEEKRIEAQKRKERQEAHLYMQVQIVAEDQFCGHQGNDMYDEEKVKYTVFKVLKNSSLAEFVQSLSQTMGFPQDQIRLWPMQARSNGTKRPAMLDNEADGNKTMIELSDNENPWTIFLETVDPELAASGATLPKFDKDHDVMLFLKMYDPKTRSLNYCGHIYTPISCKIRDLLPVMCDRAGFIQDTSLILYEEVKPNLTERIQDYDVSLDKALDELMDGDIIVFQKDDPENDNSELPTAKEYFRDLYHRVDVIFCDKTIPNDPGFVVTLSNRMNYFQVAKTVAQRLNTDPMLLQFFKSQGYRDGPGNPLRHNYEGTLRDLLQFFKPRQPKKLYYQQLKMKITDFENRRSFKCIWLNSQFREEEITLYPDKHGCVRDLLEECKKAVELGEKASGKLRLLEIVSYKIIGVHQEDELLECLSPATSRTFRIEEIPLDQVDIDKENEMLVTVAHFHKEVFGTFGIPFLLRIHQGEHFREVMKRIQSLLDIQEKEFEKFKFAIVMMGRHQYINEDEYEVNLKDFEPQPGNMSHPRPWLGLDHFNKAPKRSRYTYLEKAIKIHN
* hit, by the source's call. Cut-off read from the data, not from the text of the source: active = inhibition above about 30%; inactive = the rest.

Results for C[C@@H]([C@H](N)C(=O)NC(C(=O)O)[C@H]1O[C@@H](n2ccc(=O)[nH]c2=O)C(O)C1O)[C@H](O)c1ccc(O)cn1 (stereo partly drawn) ?
USP28 inh: -42; OTUD3 inh: -41; USP8 inh: -171; UCHL1 block: -36; USP30 block: -146; USP10 block: -1; USP17 block: -59; USP7 inh: -38

What do the screens show for `Cc1ccc(CNC(=O)c2oc(=O)c3ccccc3c2-c2ccccc2)cc1`?
USP28 inh: -2; OTUD3 inh: 3; USP8 inh: 0; UCHL1 block: -2; USP30 block: 16; USP10 block: 2; USP17 block: -4; USP7 inh: 0

What do the screens show for `CC(C)[C@H]1CN(Cc2ccco2)CCN1Cc1nnnn1Cc1ccco1`?
USP28 inh: -17; OTUD3 inh: -16; USP8 inh: -12; UCHL1 block: -11; USP30 block: -103; USP10 block: -3; USP17 block: -68; USP7 inh: -11

What do the screens show for `Cc1ccc2cc3c(nc2c1)OC(=O)N(Cc1ccco1)C3`?
USP28 inh: 2; OTUD3 inh: -16; USP8 inh: -7; UCHL1 block: -2; USP30 block: -4; USP10 block: 3; USP17 block: 6; USP7 inh: 4

How did Cc1ccc(NC(=O)C2CCCN(C(=O)c3ccc(Cl)cc3)C2)c(C)c1 (stereo not drawn) do in these assays?
USP28 inh: 7; OTUD3 inh: 4; USP8 inh: 2; UCHL1 block: 0; USP30 block: 6; USP10 block: 1; USP17 block: 1; USP7 inh: -16

Results for CN(CCc1ccccn1)C(=O)c1sc2ccccc2c1Cl ?
OTUD3 inh: 0; USP8 inh: 1; UCHL1 block: 2; USP10 block: 1; USP17 block: 5; USP7 inh: -18

How did COc1ccc(C2=NC3(CCN(C(=O)Nc4ccccc4)CC3)NC2=O)cc1 do in these assays?
USP28 inh: -7; OTUD3 inh: -9; USP8 inh: -2; UCHL1 block: -3; USP30 block: -22; USP10 block: -2; USP17 block: 0; USP7 inh: -1

How did CC(=O)c1ccc(N2CCN(CC(=O)Nc3ccc4c(c3)OCO4)CC2)cc1 do in these assays?
USP28 inh: 0; OTUD3 inh: -10; USP8 inh: 14; UCHL1 block: -5; USP30 block: 1; USP10 block: -8; USP17 block: 12; USP7 inh: -8

What do the screens show for `O=C(c1noc2c1CCCC2)N1CCCC(c2ccn[nH]2)C1` (stereo not drawn)?
USP28 inh: -6; OTUD3 inh: -2; USP8 inh: 4; UCHL1 block: -4; USP30 block: -1; USP10 block: -1; USP17 block: 0; USP7 inh: -2

What do the screens show for `O=C(c1ccc(OC2CCN(Cc3ccc[nH]3)CC2)nc1)N1CCOCC1`?
USP28 inh: -5; OTUD3 inh: -3; USP8 inh: 1; UCHL1 block: -1; USP30 block: -15; USP10 block: 0; USP17 block: -67; USP7 inh: 0

How did N#CCCN(C(=O)c1cc2c(s1)-c1ccc(Cl)cc1S(=O)(=O)C2)c1ccccc1 do in these assays?
OTUD3 inh: -4; USP8 inh: 4; UCHL1 block: 1; USP10 block: 3; USP17 block: 6; USP7 inh: -22

Results for Cc1ccc(Cn2nccc2NC(=O)c2cccnc2SCc2c(C)noc2C)o1 ?
USP28 inh: 10; OTUD3 inh: -3; USP8 inh: 5; UCHL1 block: 0; USP30 block: 12; USP10 block: 1; USP17 block: 2; USP7 inh: -5

The list goes on, starting with the last 5 of the part before.
How did CC(=O)c1ccc(N2CCN(CC(=O)Nc3ccc4c(c3)OCO4)CC2)cc1 do in these assays?
USP28 inh: 0; OTUD3 inh: -10; USP8 inh: 14; UCHL1 block: -5; USP30 block: 1; USP10 block: -8; USP17 block: 12; USP7 inh: -8

What do the screens show for `O=C(c1noc2c1CCCC2)N1CCCC(c2ccn[nH]2)C1` (stereo not drawn)?
USP28 inh: -6; OTUD3 inh: -2; USP8 inh: 4; UCHL1 block: -4; USP30 block: -1; USP10 block: -1; USP17 block: 0; USP7 inh: -2

What do the screens show for `O=C(c1ccc(OC2CCN(Cc3ccc[nH]3)CC2)nc1)N1CCOCC1`?
USP28 inh: -5; OTUD3 inh: -3; USP8 inh: 1; UCHL1 block: -1; USP30 block: -15; USP10 block: 0; USP17 block: -67; USP7 inh: 0

How did N#CCCN(C(=O)c1cc2c(s1)-c1ccc(Cl)cc1S(=O)(=O)C2)c1ccccc1 do in these assays?
OTUD3 inh: -4; USP8 inh: 4; UCHL1 block: 1; USP10 block: 3; USP17 block: 6; USP7 inh: -22

Results for Cc1ccc(Cn2nccc2NC(=O)c2cccnc2SCc2c(C)noc2C)o1 ?
USP28 inh: 10; OTUD3 inh: -3; USP8 inh: 5; UCHL1 block: 0; USP30 block: 12; USP10 block: 1; USP17 block: 2; USP7 inh: -5

Results for CN(C)C(=O)N1CCC2(CC1)NC(=O)c1ccccc12 ?
USP28 inh: 0; OTUD3 inh: 5; USP8 inh: 12; UCHL1 block: 1; USP30 block: 14; USP10 block: 0; USP17 block: 5; USP7 inh: 4

How did CNC(=O)C1(c2ccccc2)Cc2ccccc2C1 do in these assays?
USP28 inh: 3; OTUD3 inh: 4; USP8 inh: 13; UCHL1 block: -1; USP30 block: 4; USP10 block: 0; USP17 block: 5; USP7 inh: 2

How did CN1CC2(COc3ccccc31)CN(S(=O)(=O)c1cccc(F)c1)CCO2 (stereo not drawn) do in these assays?
USP28 inh: 3; OTUD3 inh: -13; USP8 inh: 4; UCHL1 block: 5; USP30 block: 17; USP10 block: 2; USP17 block: 5; USP7 inh: 0

What do the screens show for `O=C(Cn1c(=O)n(CCc2ccccc2)c(=O)c2cccnc21)Nc1ccccc1C(F)(F)F`?
USP28 inh: 0; OTUD3 inh: 21; USP8 inh: 0; UCHL1 block: 1; USP30 block: -2; USP10 block: 16; USP17 block: 0; USP7 inh: 7

Results for CC(C)(C)CC(=O)N1CCC(c2nccnc2-c2ncc[nH]2)CC1 ?
USP28 inh: 0; OTUD3 inh: -4; USP8 inh: 0; UCHL1 block: 1; USP30 block: -1; USP10 block: -1; USP17 block: 0; USP7 inh: 5

What do the screens show for `O=C(C1CCCC1)N1CCC2(CC1)Nc1cccnc1NC2=NCc1ccccc1`?
USP28 inh: -218; OTUD3 inh: -170; USP8 inh: -218; UCHL1 block: -33; USP30 block: inactive; USP10 block: -2; USP17 block: -193; USP7 inh: -32

Results for Cc1ccc(OCC(=O)Nc2ccc3c(c2)CN(C(=O)c2ccco2)CC3)cc1 ?
USP28 inh: 50*; OTUD3 inh: 30; USP8 inh: 33*; UCHL1 block: 6; USP30 block: 43*; USP10 block: 17; USP17 block: 51*; USP7 inh: -25

How did COc1cccc(CNC(=O)c2nc(N3CCOCC3)c3c(C)cc(C)nc3n2)c1 do in these assays?
USP28 inh: -10; OTUD3 inh: -11; USP8 inh: -2; UCHL1 block: -6; USP30 block: -56; USP10 block: -4; USP17 block: -17; USP7 inh: -3

How did CC1CCN(C(=O)CN2C(=O)C3CCCN3C(=O)c3cc(F)ccc32)CC1 (stereo not drawn) do in these assays?
USP28 inh: -3; OTUD3 inh: 3; USP8 inh: 11; UCHL1 block: 2; USP30 block: 6; USP10 block: 3; USP17 block: 5; USP7 inh: 2

What do the screens show for `CC1=NOC(CNS(=O)(=O)c2ccc(F)c(F)c2)C1` (stereo not drawn)?
USP28 inh: 0; OTUD3 inh: 7; USP8 inh: 11; UCHL1 block: 2; USP30 block: 1; USP10 block: 1; USP17 block: 3; USP7 inh: 4

How did O=C(c1ccc(-c2noc(C3CCCC3)n2)cc1)N1CCCC1 do in these assays?
USP28 inh: 1; OTUD3 inh: -7; USP8 inh: -1; UCHL1 block: -3; USP30 block: -1; USP10 block: -1; USP17 block: -6; USP7 inh: -8

How did CCOC(=O)N1CCN(S(=O)(=O)c2ccc(OCC)c(C)c2)CC1 do in these assays?
USP28 inh: 3; OTUD3 inh: 1; USP8 inh: 3; UCHL1 block: 2; USP30 block: 0; USP10 block: 1; USP17 block: 2; USP7 inh: 0

How did Cc1cccc(CC(=O)N2CCC([C@@H]3C[C@H](C(F)F)n4ncnc4N3)CC2)c1 do in these assays?
USP28 inh: 6; OTUD3 inh: 11; USP8 inh: -4; UCHL1 block: 3; USP30 block: 4; USP10 block: 1; USP17 block: -1; USP7 inh: 3

Results for Cc1cccc(N2CCN(c3cc(Sc4ccc5ccccc5c4)nc(N)n3)CC2)c1C ?
USP28 inh: -25; OTUD3 inh: -33; USP8 inh: -76; UCHL1 block: -6; USP30 block: -65; USP10 block: -4; USP17 block: -24; USP7 inh: -51

Results for CCOc1ccc(CCNC(=O)c2ccc3c(c2)N(CC)C(=O)c2ccccc2S3)cc1OCC ?
USP28 inh: 60*; OTUD3 inh: 2; USP8 inh: 9; UCHL1 block: 5; USP30 block: -2; USP10 block: 7; USP17 block: 0; USP7 inh: 8

Results for COCC(=O)NC(Cc1ccccc1)c1nc2ccccc2n1Cc1ccccc1F (stereo not drawn) ?
USP28 inh: -5; OTUD3 inh: -9; USP8 inh: 9; UCHL1 block: 2; USP30 block: -3; USP10 block: -1; USP17 block: 1; USP7 inh: -67

What do the screens show for `Cc1nc2ccc(NS(=O)(=O)c3cccs3)cc2nc1C`?
USP28 inh: -1; OTUD3 inh: -7; USP8 inh: -3; UCHL1 block: -3; USP30 block: 0; USP10 block: -2; USP17 block: 9; USP7 inh: 0

Results for O=C(OCC(=O)N1CCCc2ccccc21)c1cccc(F)c1 ?
USP28 inh: 10; OTUD3 inh: 8; USP8 inh: 13; UCHL1 block: 2; USP30 block: 11; USP10 block: 1; USP17 block: 5; USP7 inh: -1

What do the screens show for `O=C(c1cc(-c2ccn(CC3CC3)n2)n2ccccc12)N1CCCCC1`?
USP28 inh: -65; OTUD3 inh: -32; USP8 inh: -12; UCHL1 block: -7; USP30 block: -237; USP10 block: -9; USP17 block: -45; USP7 inh: -12

How did Cc1nnsc1Sc1ccc(Cl)c(Cl)c1 do in these assays?
USP28 inh: 16; OTUD3 inh: 3; USP8 inh: -4; UCHL1 block: -2; USP30 block: 0; USP10 block: 5; USP17 block: -1; USP7 inh: -131

How did Cc1cccc(C)c1NC(=O)Cn1c(=O)c2cccnc2n(-c2ccccc2)c1=O do in these assays?
USP28 inh: -41; OTUD3 inh: -41; USP8 inh: -6; UCHL1 block: -2; USP30 block: -201; USP10 block: -2; USP17 block: -49; USP7 inh: -4

What do the screens show for `Cc1nn(-c2ccccc2)c2c1c(C)c(CCC(=O)N1CCN(c3ccccc3F)CC1)c(=O)n2C`?
USP28 inh: 6; OTUD3 inh: 16; USP8 inh: 0; UCHL1 block: 5; USP30 block: 16; USP10 block: 3; USP17 block: -2; USP7 inh: 6

What do the screens show for `O=C(NCC1CCCO1)c1cnn2c3c(cnc12)CCCCCC3` (stereo not drawn)?
USP28 inh: -7; OTUD3 inh: 3; USP8 inh: 6; UCHL1 block: 0; USP30 block: 2; USP10 block: 5; USP17 block: 7; USP7 inh: 1

What do the screens show for `CC(=O)NCCC(=O)N(c1ccc(Oc2ccccc2)cc1)c1nc2ccccc2s1`?
USP28 inh: -4; OTUD3 inh: -18; USP8 inh: 3; UCHL1 block: 8; USP30 block: -12; USP10 block: 1; USP17 block: 7; USP7 inh: 0

Results for N#Cc1cccc(S(=O)(=O)N2CCc3nc4ccccc4n3CC2)c1 ?
USP28 inh: 17; OTUD3 inh: 7; USP8 inh: 9; UCHL1 block: 1; USP30 block: 51*; USP10 block: 1; USP17 block: 30*; USP7 inh: 2

Results for Cc1ccc(-n2cc(-c3noc(C(=O)Nc4ccc(F)cc4C)n3)nn2)cc1 ?
USP28 inh: 13; OTUD3 inh: 1; USP8 inh: 99*; UCHL1 block: 38*; USP30 block: 37*; USP10 block: 76*; USP17 block: 29; USP7 inh: -154

Results for Cc1ccc(S(=O)(=O)N2CC(C(=O)NC3CCCCC3)C3(CCOCC3)C2)cc1 (stereo not drawn) ?
USP28 inh: 16; OTUD3 inh: 18; USP8 inh: 22; UCHL1 block: 6; USP30 block: 31*; USP10 block: 2; USP17 block: 16; USP7 inh: 5

Results for O=C(CC1CC1)N1CCC(c2cc(=O)n3[nH]ccc3n2)CC1 ?
USP28 inh: 0; OTUD3 inh: 0; USP8 inh: 1; UCHL1 block: 0; USP30 block: 1; USP10 block: 1; USP17 block: -9; USP7 inh: -7

Results for COc1ccc(CN=C2NS(=O)(=O)C(c3ccc(F)cc3)=C2C)cc1OC ?
USP28 inh: 14; OTUD3 inh: -14; USP8 inh: -12; UCHL1 block: -4; USP30 block: 37*; USP10 block: 0; USP17 block: 66*; USP7 inh: 2

High-throughput results deposited in PubChem by Dana-Farber Cancer Institute and Novartis Institutes for BioMedical Research (Cambridge, Mass).
